LYPLA2 inh = blocks human lysophospholipase 2, a PME1 counter-screen; O95372; recombinant LYPLA2, FP-Rh probe fluorescence polarization; inhibition, % at 5.9 µM; 320,000 compounds, 0.38% hits;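 active = inhibition above the screen-wide mean plus 3 SD, limit set per campaign, cut at about 26% in these data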;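 also: 0% = LYPLA2 with DMSO and 100% = wells lacking LYPLA2 enzyme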
Target sequence (O95372 whole entry, looked up): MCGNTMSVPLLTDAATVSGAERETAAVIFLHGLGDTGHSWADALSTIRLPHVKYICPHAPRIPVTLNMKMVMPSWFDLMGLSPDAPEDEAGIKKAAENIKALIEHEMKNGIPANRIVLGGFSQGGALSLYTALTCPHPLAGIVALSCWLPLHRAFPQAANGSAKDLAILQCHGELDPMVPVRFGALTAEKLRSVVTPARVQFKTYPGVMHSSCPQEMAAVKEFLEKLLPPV
PAFAH2 inh = inhibitors of human PAFAH2; recombinant PAFAH2, FP-rhodamine activity probe, fluorescence polarization; Q99487; 340,000 compounds, 0.99% hits; inhibition, % at 3.39 µM;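 active = inhibition above the mean over all tested compounds plus 3 SD, cut at about 30% in these data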;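 also: inhibitors block probe labeling of enzyme so polarization drops; 0% = enzyme with DMSO and 100% = wells lacking PAFAH2 protein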
PAFAH1B2 inh = PAFAH1B2 (human) inhibition; P68402; recombinant PAFAH1B2, FP-rhodamine activity probe, fluorescence polarization; inhibition, % at 3.39 µM; 340,000 compounds, 1.2% hits; AID 492953;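 active = inhibition above the mean of all tested compounds plus 3 SD, cut at about 24% in these data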;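 also: 0% = enzyme with DMSO and 100% = wells lacking PAFAH1B2; many of its hits are not listed in these tables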
Target sequence (P68402 whole entry, looked up): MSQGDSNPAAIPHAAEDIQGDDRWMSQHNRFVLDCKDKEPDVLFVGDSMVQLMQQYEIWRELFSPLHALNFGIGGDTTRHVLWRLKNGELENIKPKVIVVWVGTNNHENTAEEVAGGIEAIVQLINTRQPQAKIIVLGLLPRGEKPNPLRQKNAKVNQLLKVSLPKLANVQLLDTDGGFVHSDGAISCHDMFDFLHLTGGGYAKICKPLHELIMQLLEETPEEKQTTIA
LYPLA1 counter = blocks human lysophospholipase 1, a PME1 counter-screen. inhibition, % at 5.9 µM. AID 2174. O75608. recombinant LYPLA1, FP-Rh probe fluorescence polarization. 320,000 compounds, 0.16% hits;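 active = inhibition above the mean of all tested compounds plus 3 SD, set per campaign, cut at about 14% in these data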;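 also: inhibitors block serine hydrolase probe labeling of LYPLA1 so polarization falls; 0% = enzyme with DMSO and 100% = wells lacking LYPLA1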
Target sequence (O75608 whole entry, looked up): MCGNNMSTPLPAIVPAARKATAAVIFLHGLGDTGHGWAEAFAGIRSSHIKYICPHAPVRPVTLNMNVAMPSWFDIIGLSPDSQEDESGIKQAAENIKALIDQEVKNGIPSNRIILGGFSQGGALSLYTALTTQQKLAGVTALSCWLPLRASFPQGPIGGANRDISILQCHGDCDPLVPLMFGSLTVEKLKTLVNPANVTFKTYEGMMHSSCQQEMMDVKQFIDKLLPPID
ZTA DNA inh = blocks Epstein-Barr virus ZTA, an EBNA-1 counter-screen; P03206; ZTA-DNA binding, fluorescence polarization; inhibition, % at 11 µM; 320,000 compounds, 0.15% hits; AID 2234; in the data active = inhibition above about 33%
EBNA-1 inh = blocks EBNA-1 binding to DNA; EBNA-1 DNA binding, fluorescence polarization; inhibition, % at 14.8 µM; 300,000 compounds, 0.34% hits; in the data active = inhibition above about 28%
pPAFAH FP inh = inhibitors of human plasma PAF acetylhydrolase (pPAFAH) | inhibition, % at 3.39 µM | 330,000 compounds, 1.5% hits | Q13093 | recombinant pPAFAH, FP-rhodamine probe fluorescence polarization;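 active = inhibition above the mean inhibition across the screen plus 3 SD, cut at about 25% in these data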;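 also: inhibitors block binding of the rhodamine activity-based probe so polarization drops; 0% = enzyme with DMSO and 100% = wells lacking pPAFAH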
PREPL inhibitor = human PREPL enzyme inhibition | inhibition, % at 5.96 µM | AID 2751 | recombinant PREPL, fluorescence polarization activity-based probe | Q4J6C6 | 320,000 compounds, 0.68% hits; in the data active = inhibition above about 43%;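 also: 0% = enzyme with DMSO and 100% = wells lacking enzyme; many of its hits are not listed in these tables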
PAFAH1B3 FP inh = inhibitors of human PAFAH1B3 | recombinant PAFAH1B3, FP-rhodamine probe, fluorescence polarization | Q15102 | 340,000 compounds, 0.28% hits | inhibition, % at 3.39 µM;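 active = inhibition above the screen-wide average of all tested compounds plus 3 SD, cut at about 25% in these data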;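 also: 0% = enzyme with DMSO only and 100% = wells lacking PAFAH1B3 protein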
Target sequence (Q15102 whole entry, looked up): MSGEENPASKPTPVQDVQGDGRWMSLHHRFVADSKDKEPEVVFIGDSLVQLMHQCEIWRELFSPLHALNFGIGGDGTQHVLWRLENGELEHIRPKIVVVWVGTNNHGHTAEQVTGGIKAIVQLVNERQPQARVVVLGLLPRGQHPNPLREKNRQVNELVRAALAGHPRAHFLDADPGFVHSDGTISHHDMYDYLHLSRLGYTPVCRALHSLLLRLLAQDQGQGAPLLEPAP
* hit, by the source's call; x = not tested or not shown.

Compound	LYPLA2 inh	PAFAH2 inh	PAFAH1B2 inh	LYPLA1 counter	ZTA DNA inh	EBNA-1 inh	pPAFAH FP inh	PREPL inhibitor	PAFAH1B3 FP inh
CC1CCN(S(=O)(=O)c2cccc3cccnc23)CC1	-1	-10	-1	-3	7	-5	2	2	2
CCOc1ccc(/C=C/[N+](=O)[O-])c2ccccc12	-13	15	5	5	6	10	12	1	7
NC(=O)CSc1nnc(-c2ccncc2)n1-c1ccc(Cl)cc1	2	5	-1	1	3	-9	5	-6	-1
C/C(=N\Nc1nc2ccc(Cl)cc2o1)c1ccccc1	-2	x	x	0	3	2	9	15	x
CCCNC(=O)c1c(N)n(-c2ccc3c(c2)OCO3)c2nc3ccccc3nc12	0	2	-1	-3	2	-3	0	0	10
O=C(COc1ccc(Cl)cc1)NCc1nnc(SCC(=O)Nc2ccccc2F)o1	1	0	7	0	9	14	1	-9	15
C=CCN(c1ccc(Br)cc1C(=O)OC)S(C)(=O)=O	2	1	2	2	13	x	-1	-1	11
Cc1ccc(/C=C2/SC(=S)N(C3CCCCC3)C2=O)o1	-5	11	-1	-9	-20	-16	37*	0	-3
COc1cc(C(=O)Nc2ccccc2C2COC(=O)C2=N)cc(OC)c1OC (centres undefined)	11	-13	-2	1	-19	4	2	12	5
CC(=O)NC(Cc1c[nH]c2ccccc12)C(=O)NCc1ccco1 (centres undefined)	1	-2	0	-6	5	-3	4	-11	0
O=c1c(Cc2ccc(F)cc2)c(O)ccn1Cc1ccc(Cl)cc1Cl	2	-2	8	-4	16	-3	4	1	-6
O=C(c1cccc([N+](=O)[O-])c1)N1CCN(c2ccc(Cl)cc2)CC1	14	-4	3	3	-6	6	6	51*	6
Cc1ccc(S(=O)(=O)N2CCN(C(=O)C3COc4ccccc4O3)CC2)cc1C (centres undefined)	-6	3	10	-1	0	-7	6	7	4
Cc1c(N=NC2=C(O)CC(C)(C)CC2=O)cc2c(c1[N+](=O)[O-])C(C)(C)CC2(C)C	2	0	1	-1	-10	1	3	14	1
Cc1cc(OCc2cc(C(=O)N(C)CCc3cnn(C)c3)no2)cc(C)c1Cl	8	2	7	-3	2	2	12	0	-5
Cc1ccc(OCC(=O)N2CCN(c3nnc(-c4ccc(C)cc4)c4ccccc34)CC2)cc1	25	3	1	7	-5	7	8	21	4

Ordered by value in PAFAH2 inh (high to low): some entries from above.
smiles	PAFAH2 inh	PAFAH1B2 inh	EBNA-1 inh	pPAFAH FP inh	PREPL inhibitor	PAFAH1B3 FP inh
Cc1ccc(OCC(=O)N2CCN(c3nnc(-c4ccc(C)cc4)c4ccccc34)CC2)cc1	3	1	7	8	21	4
Cc1c(N=NC2=C(O)CC(C)(C)CC2=O)cc2c(c1[N+](=O)[O-])C(C)(C)CC2(C)C	0	1	1	3	14	1
O=c1c(Cc2ccc(F)cc2)c(O)ccn1Cc1ccc(Cl)cc1Cl	-2	8	-3	4	1	-6

Next results
Compound	LYPLA2 inh	PAFAH2 inh	PAFAH1B2 inh	LYPLA1 counter	ZTA DNA inh	EBNA-1 inh	pPAFAH FP inh	PREPL inhibitor	PAFAH1B3 FP inh
COc1ccc(NC(=O)CC2SC(=O)NC2=O)cc1 (centres undefined)	-4	0	1	-8	1	-2	0	7	2
CCOC(=O)CN1C(=O)/C(=C/c2ccccc2Br)Oc2ccccc21	-1	-7	4	2	-10	-9	6	-1	0
CSc1ccccc1NC(=O)CN(c1ccccc1Br)S(C)(=O)=O	2	5	3	2	-5	6	5	9	2
O=C(/C=C/c1ccco1)NCC1COc2ccccc2O1 (centres undefined)	-7	-1	-3	-2	-11	8	10	-30	1
COc1ccc(-c2nnc3ccc(SCC(=O)Nc4cc(C)on4)nn23)cc1OC	1	2	-4	-2	2	-3	1	14	9
CCc1ccc(NC(=O)CCn2c(=O)c3cccn3c3ccccc32)cc1	-7	-3	-1	-7	-6	7	-1	3	2
Cc1sc2c(=O)n3c(nc2c1C(=O)NC1CCCCC1)CCCCC3	3	-5	0	3	4	5	-3	-6	4
c1nc2sc3c(c2c2nnnn12)CCCC3	8	3	-8	3	-10	3	7	2	-1

A few values from the results shown:
For pPAFAH FP inh, COc1ccc(NC(=O)CC2SC(=O)NC2=O)cc1 (centres undefined) is entered as 0
For PAFAH2 inh, O=C(/C=C/c1ccco1)NCC1COc2ccccc2O1 (centres undefined) is entered as -1
For LYPLA1 counter, CCc1ccc(NC(=O)CCn2c(=O)c3cccn3c3ccccc32)cc1 is entered as -7
For PAFAH1B2 inh, CSc1ccccc1NC(=O)CN(c1ccccc1Br)S(C)(=O)=O is entered as 3
For LYPLA1 counter, Cc1sc2c(=O)n3c(nc2c1C(=O)NC1CCCCC1)CCCCC3 is entered as 3
For pPAFAH FP inh, COc1ccc(-c2nnc3ccc(SCC(=O)Nc4cc(C)on4)nn23)cc1OC is entered as 1

Following part.
Compound	LYPLA2 inh	PAFAH2 inh	PAFAH1B2 inh	LYPLA1 counter	ZTA DNA inh	EBNA-1 inh	pPAFAH FP inh	PREPL inhibitor	PAFAH1B3 FP inh
NC(=O)N/N=C/c1cn(-c2ccccc2)nc1-c1cccs1	3	1	-1	-2	10	7	4	-2	5
CCN1CCN(CCCNC(=O)c2ccc(NC(=O)C3=CSCCO3)cc2)CC1	-1	6	2	2	-3	0	-1	-5	9
CCN(CC)S(=O)(=O)c1cc(NC(=O)COC(=O)c2sc3ccccc3c2Cl)ccc1C	-5	7	-3	-3	16	5	18	1	-1
Cn1cccc1C1C=C(c2ccc(C(C)(C)C)cc2)Nc2ncnn21 (centres undefined)	-5	2	15	-2	-13	6	11	14	8
COc1ccccc1-n1cc(C(=O)NCC(=O)N2CCN(c3ccccc3)CC2)c2ccccc2c1=O	37*	-1	-1	4	-4	0	2	28	3
CCOC(=O)C1CCCN(C(=O)c2ccc(C)cc2O)C1 (centres undefined)	-7	-1	-2	-6	-2	-4	-1	-9	2
CCOc1ccc(NC(=O)CCN2CCN(S(=O)(=O)c3ccc(Cl)cc3)CC2)cc1	5	6	20	-2	2	5	6	11	9
O=C(CNc1ccc2ccccc2c1)N/N=C/c1cc2ccccc2nc1Cl	5	-23	-1	-18	22	9	9	17	18
O=C(O)c1ccc2c(c1)C(=O)N(c1ccc(/C=C/C(=O)c3ccccc3)cc1)C2=O	6	4	1	0	1	-9	10	4	9
CCOC(=O)N1CCN(Cc2nc3cc(NC(C)=O)ccc3n2C)CC1	0	0	4	0	9	-3	2	-9	10
COCCCNCCOCCSc1ccc(Cl)cc1	-4	2	10	-2	-16	5	4	22	2
CC1Cc2ccccc2N1C(=O)CSc1ccccc1 (centres undefined)	14	10	9	2	-1	-8	7	3	2
O=c1nc2n(c3ccc([N+](=O)[O-])cc13)CCCCC2	-1	-6	4	5	-3	-2	3	1	3
CCOC(=O)N1CCN(C(=O)c2ccc3c(c2)ncn3C2CCCC2)CC1	9	4	-4	2	-18	4	3	23	10
Cc1nc(NCCCn2ccnc2)c2oc3ccccc3c2n1	-1	-7	4	-2	4	6	1	3	9
CCc1nnc(NC(=O)CN2CCC(O)(c3ccccc3OC)CC2)s1	3	-1	7	4	1	6	4	6	6
O=C(CSc1cccc2cccc(Cl)c12)NC1=NCCS1	-10	3	-6	-7	-15	-8	-11	-10	1
Cc1ccc([C@@H]2[C@@H]3C(=O)N(C)C(=O)[C@@H]3[C@]3(Cc4ccccc4)C(=O)N(CCO)CC(=O)N23)o1	-2	0	7	0	6	-2	2	6	17
Cc1ccsc1/C=N/NC(=O)c1nnn(-c2nonc2N)c1C	-4	-8	2	0	-10	-11	3	9	-7
COc1cccc(CNC(=S)Nc2cc(OC)ccc2OC)c1	-1	-1	0	1	14	-11	-2	12	4
CCOC(=O)CN(C(=O)CSc1nnc2c(n1)[nH]c1ccccc12)c1ccccc1	-2	14	8	-8	4	40*	-2	4	8
CC1=CC(c2ccc(Cl)cc2)n2nc(N3C(=O)CCC3=O)nc2N1 (centres undefined)	9	-7	6	2	-6	-2	5	0	-7
COc1cc(C(=O)Nc2ccn(C)n2)ccc1OC(F)F	-2	0	-4	0	-3	x	-10	12	10
O=C(NNC(=O)c1ccccc1F)c1cccs1	1	-10	0	-2	15	0	2	3	3
O=S(=O)(c1ccccc1F)N1CCN(CC(O)c2ccccc2)CC1 (centres undefined)	-1	2	0	3	2	5	-4	12	6
Cc1cc(C(=O)COC(=O)COc2ccc(C#N)cc2)c(C)n1C1CC1	10	4	5	1	-17	12	14	-1	3
COc1ccc([C@@H]2CC(=O)c3c(O)cc(O)cc3O2)cc1O	6	3	2	-2	13	5	6	1	12
COc1ccccc1C1=CC(=O)C[C@H](c2ccc3c(c2)OCO3)C1	14	-5	-2	5	-21	x	6	22	-7
COc1cc(C(=O)NNC(=O)c2ccco2)cc(OC)c1OC	5	-12	2	-1	8	7	6	0	8
CCOC(=O)c1ccc[n+](CC(=O)c2ccc(OC)cc2)c1	-3	-5	1	0	-11	2	1	4	4
CC(C)OC(=O)c1ccc(NC(=S)NC(=O)c2cncc(Br)c2)cc1	10	8	0	0	0	15	6	-5	-2
CCC(=O)Nc1ccc(N2CCN(Cc3ccccc3F)CC2)cc1	1	-5	2	0	3	-13	-6	9	-3
COc1ccc(CCNC(=O)CN2C(=O)c3cccc4cccc(c34)C2=O)cc1OC	-2	5	6	1	-16	-6	4	-2	8
O=S(=O)(Cc1ccc(Cl)cc1)N1CCCC1	6	6	-2	-2	4	-5	-2	2	6
O=C(O)c1ccccc1C(=O)Nc1ccc(Oc2cccc(C(F)(F)F)c2)nc1	4	3	7	0	18	9	10	-3	7
CN(C)CCCN(C(=O)CCc1ccccc1)c1nc2ccc(Cl)cc2s1	0	-1	7	-3	7	3	5	-48	12
O=C(COc1ccc(Cl)cc1)OCC(=O)N1CCCc2ccccc21	-8	4	14	-4	4	14	14	-3	8
Cc1ccc(OCC(O)CNC(=O)c2ccccc2C(=O)O)cc1 (centres undefined)	10	-3	0	8	-23	2	4	0	10
CC(C)Cn1c(SCC(=O)Nc2cc(Cl)c(Cl)cc2Cl)nc(O)cc1=O	-18	-10	-1	-5	2	11	7	-13	-5
CN(C)S(=O)(=O)c1ccc(Cl)c(C(=O)OCC(=O)NNC(=O)c2cccs2)c1	-1	-5	-2	1	6	x	0	-1	4
CCC(C)c1ccc(NC(=S)Nc2ccc(OC)cc2)cc1 (centres undefined)	-1	5	6	2	13	4	2	-12	2
COCCn1c(SCC(=O)Nc2cc(C)on2)nnc1-c1c[nH]c2ccccc12	-1	2	6	0	4	5	5	3	0
O=S(=O)(c1ccc2ccccc2c1)N(CC(O)CN1CCOCC1)c1ccccc1 (centres undefined)	4	4	1	2	-10	5	3	-20	-1
O=C(Nc1ccnn1C1CCN(Cc2cccc(O)c2)CC1)C1CCCC1	-1	-2	2	1	6	-4	-2	-5	-1
O=C(O)Cc1ccc(NC(=O)c2cccs2)cc1	0	-5	1	2	8	-5	1	12	4
O=C(c1ccco1)N1CCN(C(=O)C2CC(=O)N(c3ccccc3)C2)CC1 (centres undefined)	3	5	-2	-2	10	-6	-4	4	2
COc1ccc(C2c3[nH]c4ccccc4c3CCN2Cc2cccn2-c2ncccn2)cc1C (centres undefined)	15	12	-2	-2	-3	-6	0	-8	10
CCN(C[C@H]1N[C@@](C)(C(=O)OC)[C@H]2C(=O)N(C)C(=O)[C@@H]12)C(C)=O	x	12	1	x	x	x	1	11	13
O=c1nc(N2CCOCC2)nc(N/N=C/c2ccc3c(c2)OCO3)[nH]1	2	-2	3	-1	-12	-12	3	9	14
CCOC(=O)C1C(=O)NC(c2ccccc2)=NC1c1cccc(Br)c1 (centres undefined)	-1	-12	4	1	-2	7	2	-4	-4
CCOC(=O)c1sc(NS(=O)(=O)c2cc(C)ccc2C)nc1C	-2	5	3	-3	-7	-1	6	-6	6
COc1ccc(-c2noc(=O)n2Cc2ccccc2Cl)cc1	0	-10	4	-1	2	-3	2	-7	4

Some of the compounds tested (hit frequency here may not be typical).
